TLR4-MyD88 BLA – blocks binding of human TLR4 to MyD88; O00206+Q99836; HeLa CL3-4 TLR4/MyD88 BLA complementation, FRET ratio; inhibition, % at 8.4 µM; 0.18% of 200,000 active; AID 861; in the data active = inhibition above about 25%;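 also: 0% = vehicle and 100% = reference inhibitor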
Hsp70 activator – switches on Hsp70 transcription. HeLa Hsp70 promoter luciferase reporter, luminescence; scaled: vehicle 0, proteasome-inhibitor control 100%. activation, % at 10 µM. 0.04% of 200,000 active. AID 1203;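 active = activation above the mean across all tested compounds plus 3 SD, cutoff set per campaign, cut at about 5.5% in these data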;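 also: 100% = MG132 at 30 µM as the positive control and 0% = DMSO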
L major viab – inhibitors of Leishmania major promastigote growth. Leishmania major promastigotes, resazurin fluorescence viability. inhibition, % at 10 µM. 9% of 200,000 active;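 also: promastigotes grown with compound for 44 hours at 28 °C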
PMI act hi M6P – PMI (human) activation, high substrate | 0.34% of 190,000 active | activation factor at 20 µM | coupled PMI enzyme assay, resazurin fluorescence, 20 min; active compounds read high; 1 = untreated enzyme, 0 = substrate-free blank | P34949;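 active = activation factor of 2 or more at 20 µM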
Target sequence (P34949 whole entry, looked up): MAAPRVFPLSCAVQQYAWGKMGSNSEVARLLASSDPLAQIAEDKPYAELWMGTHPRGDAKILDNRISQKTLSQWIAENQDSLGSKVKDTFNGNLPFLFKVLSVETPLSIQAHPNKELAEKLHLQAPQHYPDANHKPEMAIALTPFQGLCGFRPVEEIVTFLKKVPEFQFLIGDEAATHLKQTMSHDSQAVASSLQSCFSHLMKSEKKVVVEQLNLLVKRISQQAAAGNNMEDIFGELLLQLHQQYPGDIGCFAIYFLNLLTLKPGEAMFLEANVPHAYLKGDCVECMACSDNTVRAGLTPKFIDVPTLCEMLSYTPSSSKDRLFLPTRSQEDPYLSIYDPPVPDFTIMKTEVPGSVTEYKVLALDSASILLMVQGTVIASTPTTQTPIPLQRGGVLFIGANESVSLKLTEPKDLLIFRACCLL
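Test system: human phosphomannose isomerase with PGI, G6PDH, diaphorase coupling enzymes; Amount: PMI at 15 ng/mL final; Reagent: Mannose-6-phosphate 1.0 mM (near-saturating) plus 0.22 mM NADP+; Timing: 20 min, room temperature; Technique: resorufin fluorescence at Ex 544/Em 590 nm; Dosing: 20 µM single dose.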
RAM inhibit – blocks the yeast RAM network; S. cerevisiae dse1pr::URA3 reporter, 5-FOA growth OD615, 2 d; analog-sensitive cbk1-as2 kinase mutant strain; inhibition, % at 50 µM; 1.8% of 190,000 active; AID 868;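 active = inhibition above a set limit, 3 SD over mean compound inhibition, cut at about 8.4% in these data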;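 also: 0% = DMSO-only wells with no growth and 100% = 10 µM 1-NA-PP1 full growth; inhibition rescues growth on 5-FOA so higher OD means more RAM inhibition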
PMI activator – increases human mannose-6-phosphate isomerase activity | AID 1214 | 0.005% of 190,000 active | activation factor at 20 µM | purified human PMI, coupled resazurin fluorescence, 20 min; active compounds read high; 1 = vehicle control, 0 substrate-free wells;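 active = activation factor of 2 or more at 20 µM, relative to plate controls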
G6PDH CS – counter-screen for G6PDH assay hits: L. mesenteroides G6PDH inhibition; Purified L. mesenteroides G6PDH, diaphorase/resazurin coupled fluorescence, 45 min; inhibition, % at 5 µM; 0.12% of 200,000 active
Diaphorase inh – inhibits diaphorase or chemically oxidizes, flagging diaphorase assay artifacts; diaphorase resazurin-to-resorufin fluorescence, NADH, 16 min; bacterial (C. kluyveri) enzyme, not human; inhibition, % at 20 µM; 0.69% of 190,000 active;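 active = primary screen inhibition at 20 µM above a set limit, cut at about 50% in these data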;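 also: plate controls were DMSO with full reaction for no effect and wells lacking NADH for full effect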
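Assay system: diaphorase enzyme from Clostridium kluyveri; Input: enzyme working solution with 0.14 U/mL diaphorase; Timing: 16 min at room temperature; Technique: resorufin fluorescence, excitation 544 nm, emission 590 nm; Benchmarks: positive control minus NADH, DMSO neutral control.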
Redox H2O2 prof – compounds producing H2O2 with reducing agent – biochemical, NIH compound library profiling, artefact control for MLSCN library redox annotation, primary screen | DTT-dependent redox cycling H2O2, phenol red/HRP absorbance; 100% = 100 µM peroxide control, 0% = buffer | activation, % at 10 µM | 0.03% of 200,000 active | AID 878;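 active = activation of at least 50% relative to the plate's high and low controls in the primary single-dose screen; inactive = activation below 50%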;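 also: compound incubated with DTT at 0.8 mM final as the reducing agent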
S1P3 antagonist – blocks the human S1P3 receptor | 0.27% of 170,000 active | CHO S1P3 NFAT-BLA reporter, FRET fluorescence, antagonist mode | Q99500 | inhibition, % at 4.98 µM;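 active = inhibition above the plate cutoff, the mean inhibition of test wells on that plate plus 3 SD, cut at about 28% in these data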;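 also: cells challenged with S1P at its EC80 of 0.8 µM; blue over green emission ratio from cleaved BLA substrate after 4 h stimulation; 0% = S1P-stimulated wells and 100% = unstimulated DMSO-only wells; some compounds past the cut are filed as inactive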
Target sequence (Q99500 whole entry, looked up): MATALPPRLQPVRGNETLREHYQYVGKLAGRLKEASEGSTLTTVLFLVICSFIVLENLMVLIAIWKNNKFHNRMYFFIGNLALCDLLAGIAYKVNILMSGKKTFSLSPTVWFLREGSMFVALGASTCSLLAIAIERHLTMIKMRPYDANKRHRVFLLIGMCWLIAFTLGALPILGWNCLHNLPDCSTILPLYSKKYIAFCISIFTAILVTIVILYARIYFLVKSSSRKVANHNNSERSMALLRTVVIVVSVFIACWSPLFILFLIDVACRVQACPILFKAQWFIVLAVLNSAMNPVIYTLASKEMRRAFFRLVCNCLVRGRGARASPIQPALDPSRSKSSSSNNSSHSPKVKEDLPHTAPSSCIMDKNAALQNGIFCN
Diaphorase act – activates diaphorase or chemically reduces, flagging diaphorase assay artifacts; activation factor at 20 µM; 0.005% of 190,000 active; Diaphorase/resazurin coupled assay, resorufin fluorescence, 16 min; active compounds read high; 1 = vehicle wells, 0 = NADH-free wells;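 active = diaphorase activity raised at least twofold by the compound at 20 µM; inactive = activation factor below 2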
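Test system: Clostridium kluyveri diaphorase, purified enzyme; input: enzyme 0.07 U/mL final; buffer or medium: 50 mM HEPES pH 7.4 with 4.542 mM MgCl2, 0.005% Tween 20; also added: 0.114 mM NADH and 0.1 mM resazurin, final amounts; schedule: 16 min enzyme reaction, ambient temperature; technique: fluorescence of resorufin, 544 nm excitation, 590 nm emission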
Starred values were filed as active, the others as inactive; . = no result given. Rule as the data show it, unless noted: active = inhibition above about 50%; inactive = the rest. Rows are unselected. About 12% of those tested had a hit in this group.

SMILES	TLR4-MyD88 BLA	Hsp70 activator	L major viab	PMI act hi M6P	RAM inhibit	PMI activator	G6PDH CS	Diaphorase inh	Redox H2O2 prof	S1P3 antagonist	Diaphorase act
O=C(COC(=O)c1cccs1)Nc1ccccc1[N+](=O)[O-]	14	0.0	2	1	2.4	1.1	-3	-1	-1.8	-7	1
CCOc1ccccc1-n1c(SCC(=O)NC(C)(C)C)nnc1-c1ccoc1C	-12	0.1	6	1.1	-0.1	1.2	7	-10	0.1	13	1.1
Cc1ccc(CNC(=O)CCS(=O)(=O)c2cc(Br)cc3c2N(C(=O)C2CC2)CC3)o1	-5	0.4	-3	1.3	-1.5	1.1	21	9	-0.4	-9	0.9
Cc1nc(-c2ccccc2)cs1	5	-0.3	-9	1.1	-0.2	1.1	5	-8	0.0	.	1.1
O=C(CSCc1ccccc1)N1CCc2ccccc21	-1	0.2	12	1	-0.3	1	5	3	0.1	.	1
O=c1[nH]n(-c2ncnc3c2cnn3-c2ccccc2)c(=O)c2ccccc12	9	-0.2	-9	1	0.9	1	4	15	-0.4	.	0.8
O=S(=O)(c1ccc(Br)c2nsnc12)N1CCOCC1	56*	0.2	-3	1	1.3	1	16	19	0.2	19	0.8
Cc1nn(Cc2ccccc2)c(Cl)c1C(=O)OCc1nnc(-c2ccccc2)o1	3	-0.3	-6	0.8	16*	0.9	14	20	3.6	-14	0.8
Cc1ccc(C2C3=C(CC(C)(C)CC3=O)NC3=C2C(=O)CC(C)(C)C3)o1	8	0.4	-5	1.1	0.4	1.1	-3	-1	0.3	6	1
OC(COCc1ccc2c(c1)OCO2)CN1CCC(Cc2ccccc2)CC1 (stereo unspecified)	9	-0.5	87*	1.1	0.0	1	-1	5	0.3	1	1
Cc1ccccc1C(=O)NC(CC(C)C)C(=O)Nc1cccc(S(=O)(=O)N(C)C)c1 (stereo unspecified)	0	-0.4	-4	1.1	0.4	1.1	9	-1	0.1	9	1
O=C1OC(Nc2ncccn2)c2ccccc21 (stereo unspecified)	5	-0.4	-7	0.9	0.3	1	3	14	0.3	.	0.9

Compounds above with four or more nitrogen atoms:
SMILES	TLR4-MyD88 BLA	Hsp70 activator	L major viab	PMI act hi M6P	RAM inhibit	PMI activator	G6PDH CS	Diaphorase inh	Redox H2O2 prof	S1P3 antagonist	Diaphorase act
CCOc1ccccc1-n1c(SCC(=O)NC(C)(C)C)nnc1-c1ccoc1C	-12	0.1	6	1.1	-0.1	1.2	7	-10	0.1	13	1.1
O=c1[nH]n(-c2ncnc3c2cnn3-c2ccccc2)c(=O)c2ccccc12	9	-0.2	-9	1	0.9	1	4	15	-0.4	.	0.8
Cc1nn(Cc2ccccc2)c(Cl)c1C(=O)OCc1nnc(-c2ccccc2)o1	3	-0.3	-6	0.8	16*	0.9	14	20	3.6	-14	0.8

(list continues)
SMILES	TLR4-MyD88 BLA	Hsp70 activator	L major viab	PMI act hi M6P	RAM inhibit	PMI activator	G6PDH CS	Diaphorase inh	Redox H2O2 prof	S1P3 antagonist	Diaphorase act
Cc1ccc(-c2nc(N)sc2-c2ccccc2)cc1C	-14	0.1	22	0.9	-1.3	0.9	3	13	-0.4	5	0.9
CC(C)(C)OC(=O)N1CCC[C@H]1c1nnc(SCc2ccccc2Cl)o1	4	-0.4	4	0.9	0.1	1	10	26	1.6	5	0.7
CCOC(=O)CC(=O)CSc1ccc2nnc(-c3ccccc3)n2n1	-2	0.2	9	0.9	0.5	1	-22	10	-0.1	-11	0.9
COc1ccc(-c2cnc3nc[nH]c(=O)c3n2)cc1	6	-0.5	1	1.1	0.4	1	2	3	0.4	.	1
COc1ccc(-c2csc(Cc3nnc4n3CCCCC4)n2)cc1OC	0	0.0	60*	1	1.4	1.1	5	11	3.5	9	0.9
O=C(NCCCN1CCN(c2ccccc2F)CC1)Nc1ccc(F)cc1	3	0.1	18	0.9	-0.4	1	3	7	-0.1	-13	0.9
Cc1ccc(NN=C2C(=O)OC(C)(C)OC2=O)c(C)c1	3	0.0	-5	1	0.4	1	1	14	-0.2	4	0.9
O=C(NC1CCCCC1)n1c(=O)oc2ccccc21	8	-0.2	-2	0.9	1.6	1	3	10	1.7	10	0.9
CCOC(=O)c1cnc2c(Cl)cc(Cl)cc2c1NCCOCCO	4	-0.2	96*	0.9	0.3	0.9	-2	19	1.3	-22	0.8
CCOC(=O)C1=C(C)N(C)C(=S)NC1c1ccc(Cl)cc1Cl (stereo unspecified)	-6	-0.3	9	0.8	2.1	0.9	4	31	0.0	17	0.7
CCc1cc(SC#N)cc(C)c1NC(=O)CCl	-12	0.0	40	1.3	1.2	1.2	9	-4	-0.4	-3	1
N#CCSc1nnc2c(Cl)cc(Cl)cn12	-1	-0.2	-2	0.9	1.2	0.9	2	15	2.2	-8	0.9
CCCCN(CC)CCNC(=O)c1cn(-c2ccc(Cl)cc2)c(=O)c2ccccc12	4	-0.1	14	0.9	2.4	0.9	8	16	-1.6	7	0.8
COc1ccc(-c2nc(C#N)c(NCCCn3ccnc3)o2)cc1OC	-8	0.1	12	1	-0.4	1	3	-2	-0.3	.	1
Fc1ccc(-n2nnnc2-c2ccccc2Cl)cc1	3	-0.1	0	1	0.1	1	6	5	-0.3	-5	0.9
Clc1ccc(-c2noc(CSc3nnc(Cc4cccs4)n3-c3ccccc3)n2)cc1	-13	-0.1	6	0.8	4.0	0.8	-2	36	-0.8	.	0.6
CCCc1nc2ccc([N+](=O)[O-])cc2[nH]1	-3	0.3	1	1	0.8	1	20	10	-0.1	-11	0.9
O=C(Nc1cccc(S(=O)(=O)NC2=NCCC2)c1)C1CC(=O)N(c2ccc3c(c2)OCCO3)C1 (stereo unspecified)	-1	0.1	-2	1	2.0	1	3	4	-2.1	-19	1
CN(C)S(=O)(=O)c1cccc(C(=O)OCC(=O)NCc2ccccc2)c1	15	-0.4	-1	1	1.6	1	-6	11	0.0	.	0.9
CCOc1ccccc1NC(=O)Cn1[nH]c(=O)c2ccccc2c1=O	-9	-0.3	2	1.1	0.8	1.1	-5	-2	-0.9	-5	1
Cc1ccc(S(=O)(=O)c2cc3c(=O)n4ccccc4nc3n(CC3CCCO3)c2=N)cc1 (stereo unspecified)	6	-0.4	2	.	.	.	.	.	3.1	-44	.
Cc1c(N=Cc2ccc(Cl)o2)c(=O)n(-c2ccccc2)n1C	-8	-0.1	-3	1	4.1	1.1	2	22	-1.4	.	0.8
CSc1nc(N)nc(SCC(=O)C23CC4CC(CC(C4)C2)C3)c1C#N	-3	-0.2	34	0.9	2.6	0.9	3	26	0.7	.	0.7
COc1cc(-c2csc(CCn3nc(C)cc3C)n2)cc(OC)c1OC	4	-0.3	-4	1	0.7	0.9	2	2	-0.7	-9	1
O=C(CN1C(=O)c2cccc3cccc1c23)NCc1ccccn1	11	-0.3	-3	0.9	1.0	0.9	7	10	2.2	.	0.9
Cc1nc(SCC(=O)NCc2ccco2)c2oc3ccccc3c2n1	1	-0.4	-4	1.1	2.5	1.1	-3	16	-1.0	.	0.8
COc1cccc(NC(=O)c2ccc(-n3cccn3)nc2)c1	-9	-0.2	-2	0.9	2.2	0.9	16	2	2.7	.	1
CCCCn1c(SCc2cccc([N+](=O)[O-])c2)nc2ccsc2c1=O	-14	-0.3	10	0.9	7.9	1	-5	24	0.1	28	0.8
COc1ccc(NC(=O)C2C3C=CC4(CN(Cc5cccnc5)C(=O)C24)O3)c(OC)c1 (stereo unspecified)	-2	-0.4	-3	1	3.2	1	-4	0	0.4	-22	1
CCC(OC(C)=O)c1cc2c(cc1[N+](=O)[O-])OCCO2 (stereo unspecified)	-8	0.1	0	0.8	-1.4	0.9	1	14	-0.8	3	0.9
Cc1c(O)c(CN2CCCC2)cc2c1oc(=O)c1ccccc12	5	0.1	27	0.9	-1.6	1	3	18	2.2	.	0.8
Cc1ccc(C(=O)N2CCN(c3ccc(NC(=O)c4cccnc4)cc3)CC2)cc1	6	-0.3	4	1	-0.8	0.9	5	12	2.1	19	0.9
Cc1cc(C)cc(NC(=O)C(=S)NCc2ccccc2)c1	-15	0.2	-4	0.9	1.5	0.8	15	31	0.4	21	0.7
O=C(CN1CCSCC1)N/N=C/c1ccc(F)c(F)c1	-5	-0.2	-2	1.1	1.0	1	13	-1	0.3	.	1
COc1ccc([N+](=O)[O-])cc1N(CC(O)CN1CCCC1)S(=O)(=O)c1ccc(C)cc1 (stereo unspecified)	-4	0.0	23	1	2.5	0.9	10	10	-1.6	-14	0.9
O=C(/C=C\c1ccc2c(c1)OCO2)Nc1c2c(nn1-c1ccc(Cl)cc1)CSC2	12	0.7	95*	0.9	3.3	1	4	21	0.7	16	0.8
Cc1nc(SCC(=O)NC(=O)NCCC(C)C)c2c(-c3cccs3)csc2n1	-3	-0.1	7	0.9	4.0	0.9	9	7	0.3	-3	0.9
O=C(c1ccncc1)N(c1ccc2oc3c(c2c1)CCCC3)S(=O)(=O)c1cccc([N+](=O)[O-])c1	-2	-0.4	-1	0.9	2.7	0.9	-1	7	0.6	-13	0.9
CCOc1cccc2c1OC1(CCCCC1)N1N=C(c3cccnc3)CC21 (stereo unspecified)	10	-0.2	57*	0.8	-1.1	0.9	16	10	0.0	-14	0.9
O=C(O)CCCN1C(=O)C2C3CCC(O3)C2C1=O (stereo unspecified)	-6	-0.1	37	1.1	1.5	1.1	2	3	-0.5	-5	1
CC(C)(C)C(=O)Nc1ccc(N=Nc2ccccc2)cc1	11	-0.5	21	1	5.4	1	4	12	-0.2	3	0.9
COC(=O)c1c(NC(=O)CN2CCC3(O)CCCCC3C2c2ccc(F)cc2)sc(C)c1C (stereo unspecified)	-5	-0.3	77*	0.9	0.0	0.9	1	21	-1.1	-15	0.8
O=C(NO)c1ccccc1O	5	-0.2	-6	1.1	1.0	1	27	15	-0.6	-4	0.8
CCn1c(SCC(=O)OCc2ccccc2)nc2c1c(=O)n(C)c(=O)n2C	10	-0.4	-9	1	1.1	1.1	9	0	2.2	0	1
CCn1ccnc1CN(C)Cc1cn[nH]c1-c1ccc(OC)c(F)c1	5	-0.4	0	1.1	0.1	1	6	-4	0.1	12	1
Cc1cc(N2CCC(C)CC2)nc(SCC(=O)c2ccccc2)n1	-3	-0.1	-3	0.9	3.1	0.9	4	16	-0.3	.	0.8

Source: PubChem BioAssay
